Screening data from PubChem.
VEEV TC-83 Vero: inhibitors of VEEV TC-83 cytopathic effect, confirmation, Vero cells (AID 588727); Vero cells, VEEV TC-83 cytopathic effect inhibition; higher % means a stronger effect; inhibition, % at 20 µM, or IC50 in µM where a hit was titrated; 350,000 tested, 0.13% active; in the data active means a potency from the dose series; inconclusive means inhibition mostly from about 14% at the one dose, without a potency; inactive means the rest, 99 in 100 with inhibition below about 12%; further: strong numbers were not always called active
H1N1 NS1A inhibition: H1N1 influenza NS1A inhibitors, functional cell based assay (AID 504329). NS1A functional cell-based assay, percent inhibition; higher % means a stronger effect. inhibition, % at 12.5 µM; hits with a dose series show IC50 in µM. 340,000 tested, 0.3% active; in the data active means a potency from the dose series; inconclusive means inhibition above about 27% without an active follow-up result; further: strong numbers were not always called active
H37Rv inhibition: M. tuberculosis growth inhibition, HTS (AID 449762); M. tuberculosis H37Rv growth inhibition, 7H9 media; higher % means a stronger effect; 330,000 tested, 0.59% active; inhibition, % at 25 µM; hits with a dose series show IC50 in µM; in the data active means a potency from the dose series; inconclusive means inhibition above about 70% without an active follow-up result;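 further: bacterial growth assessed after seven days of incubation; strong numbers were not always called active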
Salmonella PhoP GFP: PhoP regulon inhibitors, Salmonella typhi PhoP promoter GFP reporter, confirmatory (AID 1850); inhibition, % at 50 µM; hits with a dose series show IC50 in µM; Salmonella Typhi PhoP-promoter GFP reporter, fluorescence, 4 h; higher % means a stronger effect; 310,000 tested, 0.33% active; in the data active means a potency from the dose series; inconclusive means inhibition mostly from about 25% at the one dose, without a potency; inactive means the rest, 99 in 100 with inhibition below about 19%;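 further: 0% = induced wells with vehicle and 100% = uninduced wells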
tuberculosis growth: growth inhibition of non-replicating M. tuberculosis (AID 488890); Mycobacterium tuberculosis non-replicating, growth inhibition; higher % means a stronger effect; inhibition, % at 25 µM, or IC50 in µM where a hit was titrated; 320,000 tested, 0.39% active; in the data active means a potency from the dose series; inconclusive means inhibition mostly from about 82% at the one dose, without a potency; inactive means the rest, 99 in 100 with inhibition below about 76%;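 further: plate controls were DMSO cells for no effect and high antibiotic wells for full effect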
Starred values were filed as active, the others as inactive; i = inactive; u = inconclusive; x = not tested or not shown.

SMILES	VEEV TC-83 Vero	H1N1 NS1A inhibition	H37Rv inhibition	Salmonella PhoP GFP	tuberculosis growth
CC1CCCN(C(=O)CN2C(=O)c3ccccc3S2(=O)=O)C1 (configuration not stated)	0.7%	-12%	5%	x	8%
COc1ccc(Cn2nnnc2C(c2cc3ccc(OC)cc3[nH]c2=O)N2CCC(C)CC2)cc1 (configuration not stated)	0.5%	4%	9%	39%	33%
CCSc1nc2c(cnn2-c2ccccc2)c(=O)n1N	9.4%	x	-3%	5%	-4%
COc1ccc(-c2ccc(SCC(=O)Nc3nnc(C)s3)nn2)cc1	2.0%	-18%	-4%	4%	39%
Cc1cc(C(C)(C)C)ccc1OCCN1CCCC1	0.3%	-7%	-7%	-3%	7%
O=C(Nc1ccc(CN2CCOCC2)cc1)c1ccc(-c2cccc(Cl)c2)o1	8.2%	2%	u	13%	40%
CCCCCC(=O)NCC(C)NC(=O)CCCCC (configuration not stated)	2.4%	-4%	-5%	7%	-12%
COc1ccc(-c2noc3c2-c2nc(C4CCCCC4)sc2CC3)cc1	2.8%	-8%	-3%	0%	8%
CC(C)C[C@@H](CN)NC(=O)c1nc[nH]c1C(=O)N[C@@H](Cc1ccccc1)C(=O)CNC[C@H](C)NC(=O)c1nc[nH]c1C(=O)N[C@@H](CC(C)C)C(=O)O	0.8%	-20%	x	x	x
Cc1ccc(C(=O)COC(=O)CCC(=O)Nc2cc(Cl)ccc2Cl)cc1[N+](=O)[O-]	i	1%	-5%	4%	14%
CN(C)c1cc2c3ccccc3n(C)c2cc1N	5.4%	25%	x	x	x
CCN(C[C@H]1N[C@@](C)(C(=O)OC)[C@H]2C(=O)N(C)C(=O)[C@@H]12)C(=O)c1ccc(C)cc1	1.5%	20%	2%	x	-5%
Cc1ccc(CN2CCC(Oc3ccc(C(=O)NCc4ccccn4)cc3)CC2)o1	2.6%	6%	-17%	-2%	-6%
COc1cc(OC)c(C2=NOC(C(=O)Nc3c(C)n(C)n(-c4ccccc4)c3=O)C2)cc1Cl (configuration not stated)	0.6%	1%	-2%	-2%	-13%
CCn1cc(C(=O)Nc2ccc(F)c(F)c2)cn1	i	14%	-5%	-6%	-4%
COC(=O)c1sc2ccccc2c1-n1cccc1C(=O)C(=O)Nc1ccc(F)cc1	7.1%	-8%	4%	-3%	3%
CCc1c(C)nc(SC(C(=O)O)c2ccccc2)c(C#N)c1C (configuration not stated)	1.6%	4%	2%	14%	-2%
Cc1ccc(S(=O)(=O)/N=C2/NC(=O)/C(=C\c3cc(Br)cc(Br)c3O)S2)cc1	0.3%	3%	-3%	-8%	31%
N#Cc1nc(COc2ccccc2)oc1N1CCN(Cc2ccccc2)CC1	i	5%	-5%	10%	-5%
CCOCCCNC(=O)Cc1cc(=O)[nH]c(=O)[nH]1	i	1%	4%	-3%	-12%
CC(=O)NS(=O)(=O)c1ccc(NC(=O)C2C3C=CC(C3)C2C(=O)O)cc1 (configuration not stated)	1.7%	5%	-1%	5%	32%
CSCCC(=O)N1C(C)CCCC1C(=O)O (configuration not stated)	i	-5%	-9%	4%	-2%
Cn1c(=O)[nH]c(=O)c2c1nc(N1CCC(Cc3ccccc3)CC1)n2Cc1ccccc1	1.0%	11%	6%	-16%	x
COc1ccc(C2CC(c3ccc4ccccc4c3)=NN2C(=O)CNC2CCCCC2)cc1 (configuration not stated)	u	11%	u	4%	u
COc1ccc(OCC(O)CNS(=O)(=O)c2ccc(C)cc2)cc1 (configuration not stated)	i	x	13%	-1%	-3%

Remaining list, next part
SMILES	VEEV TC-83 Vero	H1N1 NS1A inhibition	H37Rv inhibition	Salmonella PhoP GFP	tuberculosis growth
S=c1[nH]nc(-c2ccc(Cl)cc2)n1-c1ccc2c(c1)OCCO2	1.8%	-2%	3%	8%	67%
O=C(NCc1ccc(Cl)cc1)c1ccc(CNc2c(N3CCOCC3)c(=O)c2=O)cc1	i	-8%	11%	-15%	-5%
CC(C)c1ccc(NC2CCCN(C(=O)c3cc(C(C)C)nc(N)n3)C2)cc1 (configuration not stated)	1.1%	0%	7%	12%	8%
CC(C)(C)c1cc(N)on1	0.9%	26%	1%	-4%	-1%
Cc1ccc(S(=O)(=O)N(CC(=O)NC2CCCC2)c2cccc(C)c2)cc1	0.0%	-8%	8%	-3%	-7%
CC(=O)c1cn(CCC(C)C)c(=O)[nH]c1=O	i	-7%	-2%	-4%	-6%
CC(C)(C)c1ccc(/C=C/C(=O)Nc2ccncc2)cc1	2.4%	-3%	3%	-3%	31%
COc1ccc(CCC(C)NCc2cc(OC)cc(OC)c2)cc1 (configuration not stated)	i	4%	-4%	-1%	0%
O=C(COc1ccccc1[N+](=O)[O-])Nc1ccccc1N1CCCCC1	8.4%	24%	-4%	-1%	13%
Cc1ncc(CN2CCCC(C(=O)Nc3ccc(-c4ccco4)cc3)C2)cn1 (configuration not stated)	0.5%	4%	8%	-18%	-7%
Cc1csc(SCC(=O)Nc2ccc3c(c2)OCCO3)n1	1.6%	2%	-3%	22%	-16%
OCCN1CCN(CC/C=C2/c3ccccc3CSc3ccccc32)CC1	i	x	0%	1%	u
CS(=O)(=O)N(Cc1ccco1)CC(O)Cn1cc(C=O)c2ccccc21 (configuration not stated)	i	-4%	-9%	5%	10%
Cc1ccc(CNC(=O)C(C)C2Sc3ccccc3NC2=O)cc1 (configuration not stated)	1.4%	-1%	0%	-3%	-6%
CC1(C)CC(=O)C(N=Nc2cc(Cl)c(Cl)c(Cl)c2)=C(O)C1	2.5%	5%	-2%	12%	23%
CN1CCC(N2CCCC(C(=O)O)C2)CC1 (configuration not stated)	0.3%	-4%	2%	-5%	-4%
O=C(Nc1cccc(Cl)c1)c1ccc2c(c1)SC1=NS(=O)(=O)CCN12	1.6%	-12%	x	x	x
CC(C)CC1C(C#N)=C(N)Oc2n[nH]c(-c3cccs3)c21 (configuration not stated)	4.8%	19%	-2%	-6%	-2%
COc1cc(NC(=S)Nc2ncccc2C)cc(OC)c1OC	7.9%	-2%	12%	-9%	42%
COc1ccc(C(=O)N2CCN(C(=O)C3COc4ccccc4O3)CC2)cc1OC (configuration not stated)	i	5%	-2%	-5%	-5%
ClCCN1CCN(c2ccnc3cc(Cl)ccc23)CC1	0.2%	-2%	-5%	22%	-5%
COc1ccc(NC(=O)c2cc3cc(C)ccc3n2C)c(OC)c1	2.2%	-4%	-6%	3%	4%
Cc1ccc(-c2nnc(-c3cccnc3)o2)cc1	0.7%	5%	0%	11%	x
O=C(Nc1cccc(F)c1)c1ccc(Cn2cc([N+](=O)[O-])cn2)o1	1.0%	3%	u	-6%	u
Cc1ccc(C(=O)C2=C(O)C(=O)N(CCCN(C)C)C23C(=O)N(C)c2ccccc23)o1 (configuration not stated)	0.0%	-2%	0%	-7%	-12%

(continued)
SMILES	VEEV TC-83 Vero	H1N1 NS1A inhibition	H37Rv inhibition	Salmonella PhoP GFP	tuberculosis growth
Cc1cccc(NC(=O)CSc2nc3c(c(=O)[nH]2)CCC3)c1C	0.9%	-3%	9%	-6%	56%
O=c1cc(N2CCC(Cc3ccccc3)CC2)[nH]c(=O)n1C1CCCCC1	0.9%	-10%	2%	-14%	22%
O=C(/C=C/c1c(F)cccc1Cl)Nc1nn[nH]n1	2.2%	15%	10%	1%	10%
COc1ccc2c(CC(=O)OCC(=O)c3ccccc3OC)coc2c1	1.5%	2%	3%	-9%	33%
CCOCCCNC(=O)C1CCCCN1S(=O)(=O)c1ccc(F)cc1 (configuration not stated)	0.9%	-7%	-1%	-1%	6%
CCOc1cc(N2CCOCC2)c(OCC)cc1NC(=O)CSc1nccc(C)n1	0.2%	-15%	2%	-5%	-25%
Cc1onc(-c2ccccc2Cl)c1C(=O)OCC(=O)c1ccc2c(c1)OCCO2	1.2%	-1%	-2%	6%	u
Cc1c(C(=O)/C=C/N(C)C)nnn1-c1ccc(Cl)c(Cl)c1	3.5%	0%	16%	3%	52%
CNCCOCC(O)CSc1ccccc1 (configuration not stated)	2.7%	-15%	5%	2%	-8%
CCOC(=O)COc1nc(-c2ccco2)cc(-c2ccco2)c1C#N	2.0%	x	-1%	-6%	77%
CCOC(=O)C1(Cc2cccc(OC)c2)CCN(CC2CC=CCC2)CC1 (configuration not stated)	i	-8%	1%	-10%	32%
Cc1ccc(OCCC(=O)OCC(=O)Nc2ccc(F)cc2)cc1	2.3%	-2%	0%	1%	3%
Cc1cc(C)c(OCC(=O)Nc2nnn(C)n2)c(Br)c1	3.5%	18%	-6%	4%	0%
O=[N+]([O-])c1ccccc1-c1ccc(/C=N/n2cnnc2)o1	3.8%	10%	-5%	1%	-7%
Cc1ccc(S(=O)(=O)N(C)c2nc3ccccc3[nH]c2=S)cc1	1.3%	-13%	-18%	14%	-1%
COC(=O)c1ccccc1S(=O)(=O)N(Cc1cc2ccc(OC)cc2[nH]c1=O)CC1CCCO1 (configuration not stated)	i	5%	1%	0%	8%
NNC(=O)c1ccc(COc2ccc(Br)cc2)o1	0.4%	-13%	6%	0%	9%
Cc1ccc(CSCC(=O)N(C)CC(=O)Nc2ccc(Cl)c(Cl)c2)cc1	3.2%	-14%	-2%	0%	7%

A portion taken from the entries so far, as a working copy:
SMILES	VEEV TC-83 Vero	H1N1 NS1A inhibition	H37Rv inhibition	Salmonella PhoP GFP	tuberculosis growth
Cc1ccc(-c2nnc(-c3cccnc3)o2)cc1	0.7%	5%	0%	11%	x
O=C(Nc1cccc(F)c1)c1ccc(Cn2cc([N+](=O)[O-])cn2)o1	1.0%	3%	u	-6%	u

At a glance, part of the list above:
SMILES	VEEV TC-83 Vero	H1N1 NS1A inhibition	H37Rv inhibition	Salmonella PhoP GFP	tuberculosis growth
ClCCN1CCN(c2ccnc3cc(Cl)ccc23)CC1	0.2%	-2%	-5%	22%	-5%
COc1ccc(NC(=O)c2cc3cc(C)ccc3n2C)c(OC)c1	2.2%	-4%	-6%	3%	4%
Cc1ccc(-c2nnc(-c3cccnc3)o2)cc1	0.7%	5%	0%	11%	x
O=C(Nc1cccc(F)c1)c1ccc(Cn2cc([N+](=O)[O-])cn2)o1	1.0%	3%	u	-6%	u
Cc1ccc(C(=O)C2=C(O)C(=O)N(CCCN(C)C)C23C(=O)N(C)c2ccccc23)o1 (configuration not stated)	0.0%	-2%	0%	-7%	-12%
Cc1cccc(NC(=O)CSc2nc3c(c(=O)[nH]2)CCC3)c1C	0.9%	-3%	9%	-6%	56%
O=c1cc(N2CCC(Cc3ccccc3)CC2)[nH]c(=O)n1C1CCCCC1	0.9%	-10%	2%	-14%	22%
O=C(/C=C/c1c(F)cccc1Cl)Nc1nn[nH]n1	2.2%	15%	10%	1%	10%
COc1ccc2c(CC(=O)OCC(=O)c3ccccc3OC)coc2c1	1.5%	2%	3%	-9%	33%
CCOCCCNC(=O)C1CCCCN1S(=O)(=O)c1ccc(F)cc1 (configuration not stated)	0.9%	-7%	-1%	-1%	6%
CCOc1cc(N2CCOCC2)c(OCC)cc1NC(=O)CSc1nccc(C)n1	0.2%	-15%	2%	-5%	-25%
Cc1onc(-c2ccccc2Cl)c1C(=O)OCC(=O)c1ccc2c(c1)OCCO2	1.2%	-1%	-2%	6%	u
Cc1c(C(=O)/C=C/N(C)C)nnn1-c1ccc(Cl)c(Cl)c1	3.5%	0%	16%	3%	52%
CNCCOCC(O)CSc1ccccc1 (configuration not stated)	2.7%	-15%	5%	2%	-8%
CCOC(=O)COc1nc(-c2ccco2)cc(-c2ccco2)c1C#N	2.0%	x	-1%	-6%	77%
CCOC(=O)C1(Cc2cccc(OC)c2)CCN(CC2CC=CCC2)CC1 (configuration not stated)	i	-8%	1%	-10%	32%
Cc1ccc(OCCC(=O)OCC(=O)Nc2ccc(F)cc2)cc1	2.3%	-2%	0%	1%	3%
Cc1cc(C)c(OCC(=O)Nc2nnn(C)n2)c(Br)c1	3.5%	18%	-6%	4%	0%
O=[N+]([O-])c1ccccc1-c1ccc(/C=N/n2cnnc2)o1	3.8%	10%	-5%	1%	-7%
Cc1ccc(S(=O)(=O)N(C)c2nc3ccccc3[nH]c2=S)cc1	1.3%	-13%	-18%	14%	-1%
